# ARFGAP1 inh: inhibitors of rat ARFGAP1. inhibition, % at 16.5 µM. actives 0.26% (n = 360,000). Arfgap1-stimulated ARF1 GTP hydrolysis, GDP FP detection;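 active means inhibition above a per-plate limit, mean inhibition of low control wells plus 3 SD, cut at about 25% in these data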;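 further: 0% = DMSO wells with enzyme and 100% = wells lacking Arfgap1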
#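 Material: rat Arfgap1 GAP domain (His6, aa 1-136), purified enzyme. Also added: human ARF1(Δ1-17)-GTP substrate. Compound dosing: 16.5 µM single point, 1.26% DMSO. Timing: enzyme reaction 120 min at 25 °C after 20 min preincubation. Signal: GDP detection by fluorescence polarization. Read-out basis: percent inhibition of GAP-stimulated GDP formation, scaled between DMSO and no-Arfgap1 medians.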
# PLCb3 inh: PLC-beta3 (human) inhibition, primary screen | actives 0.18% (n = 370,000) | inhibition, % at 12.2 µM | AID 720704 | Purified PLC-beta3, fluorogenic substrate, fluorescence; in the data active means inhibition above about 11%;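 further: 0% = median of compound wells on plate and 100% = full blocker control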
# SIAE inh: human SIAE inhibition, primary screen; Q9HAT2; SIAE FP-Rh probe binding, fluorescence polarization; inhibition, % at 9.66 µM; actives 0.69% (n = 370,000); AID 1053197;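 active means inhibition above a cutoff: mean of compounds within the control limits plus 3 SD of those, cut at about 17% in these data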;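 further: 0% = plate median of compound wells and 100% = probe without SIAE protein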
# Tn6 DDE FP: inhibitors of Tn6 peptide binding to human fibrin DD(E) | P02675 | Fibrin DD(E) TRITC-Tn6 fluorescence polarization displacement | inhibition, % at 8.3 µM | actives 0.21% (n = 370,000) | AID 720509;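 active means inhibition above a per-campaign cutoff: mean of compounds within control limits plus 3 SD, cut at about 15% in these data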;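 further: 0% = median of all compound wells on the plate and 100% = blocking peptide control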
# Target sequence (P02675 whole entry, looked up): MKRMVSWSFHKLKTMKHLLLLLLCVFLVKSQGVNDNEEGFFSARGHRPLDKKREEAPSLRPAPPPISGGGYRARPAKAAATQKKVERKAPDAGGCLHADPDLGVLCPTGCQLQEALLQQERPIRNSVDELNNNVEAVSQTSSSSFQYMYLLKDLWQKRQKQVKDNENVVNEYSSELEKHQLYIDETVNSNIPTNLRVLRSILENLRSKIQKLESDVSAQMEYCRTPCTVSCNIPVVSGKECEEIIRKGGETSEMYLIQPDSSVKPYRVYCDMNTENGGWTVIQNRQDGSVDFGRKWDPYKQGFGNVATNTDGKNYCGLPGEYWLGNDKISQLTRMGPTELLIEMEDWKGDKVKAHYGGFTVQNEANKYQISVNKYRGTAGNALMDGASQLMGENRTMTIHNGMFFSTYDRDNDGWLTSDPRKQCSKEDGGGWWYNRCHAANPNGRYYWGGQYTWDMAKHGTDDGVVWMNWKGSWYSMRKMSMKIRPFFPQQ
# PLCg1 inh: inhibitors of human phospholipase C gamma1; P19174; purified PLC-gamma1, fluorogenic substrate, fluorescence; inhibition, % at 12.2 µM; actives 0.84% (n = 370,000); in the data active means inhibition above about 9.5%
# ASAP1 GAP inh: blocks human ASAP1-stimulated Arf1 GTP hydrolysis. Q9ULH1. GDP FP detection. inhibition, % at 16.5 µM. actives 0.19% (n = 360,000). AID 624377; in the data active means inhibition above about 25%;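 further: 0% = vehicle with enzyme and substrate and 100% = no enzyme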
# Tn7 DDE FP: inhibitors of Tn7 peptide binding to human fibrin DD(E). FP displacement of FITC-Tn7 peptide from fibrin DD(E); 0% = median of compound wells per plate. inhibition, % at 8.3 µM. actives 0.13% (n = 370,000). AID 720508;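 active means inhibition above the mean of compounds falling within the control limits plus 3 SD of them, cut at about 14% in these data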;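 further: 0% = plate median of compound wells and 100% = 10 µM Aha-Tn7 peptide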
#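 Assay system: Human clot-derived fibrin DD(E) complex | Buffer or medium: Tris/NaCl/CaCl2 buffer, pH 7.8 | Repeats: One replicate per compound | Benchmarks: Aha-Tn7 high control | Measure: % inhibition scaled between sample-field median and high-control FP | Schedule: 10 min plus 3 h, room temperature | Signal: Fluorescence polarization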
# ADAM10 inh: inhibitors of human ADAM10 | inhibition, % at 7 µM | O14672 | actives 0.62% (n = 370,000) | recombinant ADAM10, EDANS/DABCYL FRET peptide cleavage, 3 h;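 active means inhibition above a per-campaign cutoff equal to the mean of compounds falling between control-based bounds plus 3 SD, cut at about 20% in these data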;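 further: 0% = DMSO wells while the 100% control is not disclosed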
# Target sequence (O14672 214-748 limits assumed): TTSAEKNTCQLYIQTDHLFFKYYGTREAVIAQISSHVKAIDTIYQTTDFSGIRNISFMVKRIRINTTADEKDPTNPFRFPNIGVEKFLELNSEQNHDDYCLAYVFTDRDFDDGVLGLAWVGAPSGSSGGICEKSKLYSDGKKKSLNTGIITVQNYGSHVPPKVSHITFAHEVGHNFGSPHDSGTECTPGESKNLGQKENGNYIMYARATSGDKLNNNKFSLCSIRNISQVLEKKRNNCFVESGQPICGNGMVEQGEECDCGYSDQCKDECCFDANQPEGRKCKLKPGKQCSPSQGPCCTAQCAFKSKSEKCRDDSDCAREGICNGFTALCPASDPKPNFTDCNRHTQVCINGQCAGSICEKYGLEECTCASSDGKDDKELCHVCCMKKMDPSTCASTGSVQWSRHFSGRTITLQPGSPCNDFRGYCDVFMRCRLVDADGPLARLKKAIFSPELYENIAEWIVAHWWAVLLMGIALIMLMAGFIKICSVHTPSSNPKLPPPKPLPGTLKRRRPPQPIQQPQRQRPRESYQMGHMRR
# ADAM17 inh: inhibits human ADAM17; recombinant ADAM17, EDANS/DABCYL FRET peptide cleavage; inhibition, % at 6.95 µM; actives 0.83% (n = 370,000);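 active means inhibition above the mean of compounds lying between control limits plus 3 SD, set per campaign, cut at about 8.5% in these data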;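 further: 0% = DMSO-only wells as the low control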
# TDP2 absorb: TDP2 (human) inhibition, absorbance primary screen. O95551. recombinant TDP2, T5PNP hydrolysis, p-nitrophenol absorbance 415 nm. inhibition, % at 12.8 µM. actives 0.34% (n = 370,000);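 active means inhibition above the mean of all tested compounds plus 3 SD, set per campaign, cut at about 25% in these data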;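 further: 0% = DMSO with enzyme and 100% = buffer with substrate but no TDP2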
#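 Evaluation: % inhibition relative to enzyme-containing and enzyme-free wells. Material: recombinant human TDP2. Benchmarks: enzyme-free and DMSO wells. Timing: enzyme reaction with compound for 2 h at 37 °C. Compound dosing: 12.8 µM only. Measured by: p-Nitrophenol epi absorbance. Reagent: T5PNP substrate at 5 mM, a TopII-DNA adduct mimic. Replication: single well per compound.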
# * marks the source's active call; other numbers are inactive results; i = inactive; . = not tested or not shown.
no.	compound	SIAE inh	TDP2 absorb	PLCb3 inh	ADAM17 inh	Tn7 DDE FP	ASAP1 GAP inh	Tn6 DDE FP	ARFGAP1 inh	PLCg1 inh	ADAM10 inh
1	Cc1cc(C)nc(NC(=O)CSc2nc3cc(Cl)ccc3s2)n1	-9	-3	-2	-6	2	-6	3	-1	-4	-6
2	CCOC(=O)c1c(-c2ccc(OC)cc2)cn2ccccc12	-2	-3	-54	-72	0	-9	3	-10	-41	-272
3	CCCCn1c(N)c(N(CCOC)C(=O)C2CCN(S(=O)(=O)c3ccc(F)cc3)CC2)c(=O)[nH]c1=O	8	-3	0	-1	17*	-8	-2	-1	-4	-4
4	Cc1cc(O)c(C2(O)C(=O)Nc3ccccc32)cc1C (stereo not drawn)	2	4	-6	-3	2	-2	4	0	1	-5
5	COc1cc(C(=S)N2CCOCC2)cc(OC)c1O	-2	-11	-13	-1	-1	9	1	-2	2	10
6	N#Cc1ccsc1NC(=O)CN1CCN(c2ccccc2)CC1	-7	4	2	1	1	-1	-9	-7	-2	-5
7	O=C(O)c1ccc2c(c1)ncn2C1CCCC1	-1	-4	-6	-7	2	6	-3	4	-1	-8
8	COc1ccccc1C(=O)Nc1ccc2[nH]ncc2c1	2	7	-5	0	-2	8	1	15	-1	9
9	Cc1cc(NC(=O)CSc2ccc3ccccc3c2)no1	0	7	-5	-3	0	1	-9	-2	-2	5
10	COc1ccccc1CNC(=O)C[C@H]1CC[C@@H]2[C@H](COC[C@H](O)CN2Cc2ccc3c(c2)OCO3)O1	4	-3	3	1	-5	-10	3	-10	3	-4
11	O=C(Nc1ccc2nsnc2c1)N1CCCCC1	-2	5	-379	-36	-1	-3	3	-2	-313	-119
12	O=C(Nc1ccc(S(=O)(=O)N2CCCC2)cc1)c1ccc(F)cc1	-1	7	-4	0	0	8	7	-17	4	-9
13	CC(=O)Nc1ccc(OC(=O)c2cccs2)cc1	-1	-12	6	7	6	-20	1	-7	8	4
14	CCOc1ccc(NC(=O)CN(C)C(=O)C2CC(=O)N(CCc3ccc(OC)c(OC)c3)C2)cc1OCC (stereo not drawn)	3	3	-9	3	4	-16	0	-2	-1	-13
15	CSc1nc(NCCN(C)C)c2sc3nc(-c4ccco4)c4c(c3c2n1)CCC4	4	9	-66	-13	-3	-2	7	4	-62	-31
16	COCCN(C(=O)CSc1ncccn1)c1c(N)n(Cc2ccccc2)c(=O)[nH]c1=O	-2	-3	-3	-1	7	1	4	1	-2	-7
17	Nc1ccc(NC(=O)c2ccc(C(=O)Nc3ccc(N)cc3)cc2)cc1	-4	-23	-5	-3	-3	11	-10	18	9	-4
18	CCOc1ccc(Oc2c(Cl)cnn(Cc3cccc4ccccc34)c2=O)cc1	2	-2	-1	-6	2	.	3	.	0	-1
19	Cc1ccc(O)c(C(=O)c2cnn(-c3ccccc3)c2)c1	-2	-3	-2	1	3	0	8	8	-1	13
20	COc1cc(SC)ccc1C(=O)Nc1cccc(C)n1	-6	-9	-9	-2	-1	-16	11	1	-1	5
21	O=C(CS(=O)(=O)c1ccc(Cl)cc1)Nc1nnc(-c2cccs2)o1	-2	-10	-18	-4	-1	-6	-4	-8	-4	3
22	Cc1ccc(N2CC(C(=O)O)CC2=O)cc1 (stereo not drawn)	5	6	-1	0	1	1	3	-8	-2	1
23	O=C(CSc1nnc(-c2cccs2)o1)Nc1cccc(S(=O)(=O)N2CCCCC2)c1	-6	-9	-3	0	-2	-3	1	-3	-1	1
24	c1csc(-c2nnc(COc3ccc4c(c3)OCO4)o2)c1	-1	10	-25	-4	2	11	1	-11	-20	-2
25	Clc1ccc2nc(-c3ccco3)c(Cc3ccccc3)n2c1	1	5	-34	-9	2	-20	1	8	-30	-36
26	CC(C)(C)C(=O)Nc1ccc2c(c1)-c1cc(NC(=O)C(C)(C)C)ccc1C2	-6	-21	7	2	-10	-1	-7	-10	7	-4
27	O=C(COC(=O)/C=C/c1ccco1)NC1CCCCC1	0	-3	-9	-3	0	4	1	11	-6	-6
28	O=C(C1CCN(c2nnc(-n3cccc3)s2)CC1)N1CCc2ccccc2C1	6	0	-4	1	3	-4	-3	-6	1	-1
29	CCOc1nc(-c2ccc(OC)cc2)ccc1-c1noc(-c2cc(OC)c(OC)c(OC)c2)n1	-5	-5	-42	-38	2	1	-4	-5	-27	-112
30	CN1CCN(C(=O)C2=C[C@H](c3coc4ccccc4c3=O)C[C@H](OCc3ccc(CO)cc3)O2)CC1	-10	-3	2	-3	-3	4	8	-5	4	-6
31	CC(=O)Nc1ccc(Nc2nc(C)c([N+](=O)[O-])c(Nc3ccccc3)n2)cc1	3	6	2	2	2	3	-5	-8	4	10
32	CCN(CC)C(=O)CSc1nnc2sc3ccccc3n12	5	-3	-1	0	-6	-4	-7	-2	1	2
33	O=C(O)CNC(=O)C1CCCN1C(=O)CNC(=O)OCc1ccccc1 (stereo not drawn)	-6	-2	-4	0	4	-1	2	3	5	-4
34	CCCCCc1c(C)nc(N2CCc3ccccc32)[nH]c1=O	1	2	6	7	1	6	-3	26*	4	-1
35	COc1ccc(Cn2nnnc2C(c2ccccc2Cl)N2CCN(C)CC2)cc1 (stereo not drawn)	2	1	1	0	3	4	1	3	3	13
36	O=C(O)C1CCCCC1C(=O)Nc1nc(-c2cccs2)cs1 (stereo not drawn)	0	3	-5	-3	-5	-7	5	-4	-3	2
37	Cc1ccc(C(=O)NN2CC(O)=C(c3nc(-c4cccc([N+](=O)[O-])c4)cs3)C2=N)cc1	-10	4	2	3	7	1	6	-9	3	4
38	COc1cc2[nH]c3c(=O)n4c(nc3c2cc1OC)SCCC4	-5	-9	-13	-31	-2	-15	-6	2	-11	-103
39	O=C(Nc1ccc(C(=O)N2CCCCC2)cc1)c1ccc([N+](=O)[O-])cc1	5	-2	-7	0	1	-11	3	1	0	-4
40	COc1ccc(CCn2c(C)nc3ccccc3c2=O)cc1OC	13	2	0	3	-7	7	8	4	-2	-1
41	Cc1nnc(SCC(=O)N2CC(=O)Nc3ccccc32)n1-c1ccccc1	0	-2	0	-1	-3	12	2	-10	0	-6
42	COc1ccc(NC(=O)CSc2nc3ccccc3n2-c2ccccc2)c([N+](=O)[O-])c1	-2	-8	7	2	3	-6	-6	10	2	10
43	CCOC(=O)c1c(-c2ccc(OC)cc2)csc1NC(=O)CSc1nnc(C)c(=O)[nH]1	-22	-11	-17	1	3	9	-2	6	-14	-6
44	CC1CC(C)CN(C(=O)c2cc3cc(Br)cc(Br)c3o2)C1 (stereo not drawn)	-3	-17	0	1	-2	7	4	-4	-2	-5
45	Cc1ccc(C(=O)N2CCC3CC2c2cc(-c4ccc5c(c4)OCO5)ccc23)cc1 (stereo not drawn)	0	-5	2	5	5	1	-8	8	0	11
46	Cc1cccc(NC(=O)COc2ccc(-c3nn(C)c(=O)c4ccccc34)cc2)c1	-5	7	-8	3	-1	7	-3	0	-2	7
47	Cc1ncc(CO)c(/C=N/NC(=O)c2ccoc2C)c1O	-2	-16	i	-428	-1	2	0	-4	i	i
48	CN(Cc1cc2ccccc2[nH]c1=O)S(=O)(=O)c1ccccc1	2	8	0	-7	-3	3	-4	2	1	-14

# Full records from above. Screens in order: SIAE inh, TDP2 absorb, PLCb3 inh, ADAM17 inh, Tn7 DDE FP, ASAP1 GAP inh, Tn6 DDE FP, ARFGAP1 inh, PLCg1 inh, ADAM10 inh
# Profile of `COc1cc2[nH]c3c(=O)n4c(nc3c2cc1OC)SCCC4` = -5, -9, -13, -31, -2, -15, -6, 2, -11, -103
# Profile of `Nc1ccc(NC(=O)c2ccc(C(=O)Nc3ccc(N)cc3)cc2)cc1` = -4, -23, -5, -3, -3, 11, -10, 18, 9, -4
# Profile of `Cc1cc(O)c(C2(O)C(=O)Nc3ccccc32)cc1C` (stereo not drawn) = 2, 4, -6, -3, 2, -2, 4, 0, 1, -5
# Profile of `O=C(CSc1nnc(-c2cccs2)o1)Nc1cccc(S(=O)(=O)N2CCCCC2)c1` = -6, -9, -3, 0, -2, -3, 1, -3, -1, 1
# Profile of `COc1cc(C(=S)N2CCOCC2)cc(OC)c1O` = -2, -11, -13, -1, -1, 9, 1, -2, 2, 10

# (further entries)
no.	compound	SIAE inh	TDP2 absorb	PLCb3 inh	ADAM17 inh	Tn7 DDE FP	ASAP1 GAP inh	Tn6 DDE FP	ARFGAP1 inh	PLCg1 inh	ADAM10 inh
49	CCCCC(=O)Oc1c(S(=O)(=O)c2ccccc2)c(C)nn1C(C)(C)C	5	1	-4	0	-5	-7	7	-7	4	-1
50	COc1cccc(C(=O)N2CCCC(Nc3ccc(C)c(C)c3)C2)c1 (stereo not drawn)	2	1	-2	0	-3	-3	7	-4	-1	-8
51	CC(C)c1ccc(N2C(=O)[C@@H]3Cc4ccccc4CN3C2=O)cc1	0	-3	-1	-3	3	9	7	-4	0	-16
52	CCOc1ccc(NC(=O)C(CC)NC(=O)c2ccccc2CO)cc1 (stereo not drawn)	-2	-4	3	-2	1	12	20*	4	-1	-6
53	O=C(CCCC(=O)OCC(F)(F)C(F)F)Nc1ccccc1F	3	-17	3	6	-5	-13	5	0	6	10
54	CC1(C)CC2CC(C)(CN2C(=O)COC(=O)c2ccc(Cl)cc2N)C1 (stereo not drawn)	-7	5	-8	-31	4	0	3	-2	-10	-69
55	O=C(CCNC(=O)c1ccccc1)OCC(=O)c1ccccc1	-5	4	2	1	-9	-4	1	-3	3	7
56	O=C(Nc1ccc(-n2cccc2)cc1)C1CC1	0	-3	4	0	-8	-1	1	9	3	6
57	NS(=O)(=O)c1ccc(CCNC(=O)[C@@H]2CCCN2S(=O)(=O)c2ccccc2F)cc1	0	4	4	-2	5	-3	-1	0	4	-1
58	O=c1ccc2cc(O)c(O)cc2o1	6	9	i	i	0	7	-3	-12	i	i
59	CSc1nc(N2CCOCC2)nc2ccc(C)cc12	-6	-9	-465	-279	6	-4	3	-1	-376	i
60	COC(=O)c1cccc(NC(=O)CN2CCC(NC(=O)c3cc(OC)c(OC)c(OC)c3)CC2)c1	-6	3	3	2	-2	-1	11	-2	3	0
61	COc1cc2c(cc1OC)C(c1ccccc1[N+](=O)[O-])N(C(C)=O)CC2 (stereo not drawn)	12	-5	-7	-1	5	-4	4	8	-4	-3
62	Cc1nc(N(C)C)c2sc(=S)n(C)c2n1	-2	-1	0	0	-1	-5	3	-6	1	-11
63	O=C(CN(c1ccccc1)S(=O)(=O)c1ccccc1)NCCSc1nc2ccccc2s1	-6	6	3	-2	0	11	-2	-11	-1	3

# Screening data from PubChem.
